Compound activity deposited in PubChem BioAssay by National Center for Advancing Translational Sciences (NCATS).
SNCA_expr_inhib – SNCA gene expression inhibition. Potency, µM (titrated, usually from 57.2 µM), without a hit: top-dose activity change, negative = inhibition, usual class: inhibitors. AID 1671194. HEK-293 SNCA-luciferase knock-in, luminescence, 24 h. hit rate 0.17% among 140,000;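 further: plate controls were DMSO cells for no effect and cell-free wells for full effect; nearly all actives have a fitted effect of over 45% in size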
SNCA_viab_count – cell viability loss counter-screen; HEK-293-SNCA-luc viability, GF-AFC fluorescence, 24 h; Potency, µM (series often up to 57.1 µM), without a hit: top-dose activity change, negative = cytotoxicity, hits mostly cytotoxic; hit rate 0.12% among 150,000;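 further: 0% = DMSO-treated cells and -100% = medium-only wells without cells; nearly all actives have a fitted effect of over 30% in size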
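HEK-293-SNCA-luc cells (1500/well) plated 24 h, then exposed 24 h to a dilution series; GF-AFC added 30 min at 37C, fluorescence 405/540 nm; normalised to medium-only and DMSO wells, Hill fit.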
Active calls of the source: *; ? = inconclusive; [ ] = dose if it differs, or a comment. The call rests on the fitted dose curve; in most records, active means well fitted curve in the direction sought with a large enough effect; inconclusive means small, poorly fitted or top-dose-only effect, or another doubt; inactive means no such curve, though single readings can be large; an effect the other way counts as inactive or inconclusive. Potency means the concentration at half of the fitted maximal effect.

SMILES SNCA_expr_inhib SNCA_viab_count
CN(Cc1ccco1)c1ccnc(-c2ccoc2)n1 -3% 6%
O=S(=O)(c1ccccc1)N1CCC2(CCCN(Cc3cc(C(F)(F)F)cc(C(F)(F)F)c3)C2)CC1 15% -6%
COc1ccc2[nH]cc(CCNc3ncncc3-c3ccccc3CN(C)C)c2c1 6% 8%
Cc1noc(C)c1C(=O)N1CCC[C@@]2(CCN(Cc3cc(C(F)(F)F)cc(C(F)(F)F)c3)C2)C1 -11% 0%
Cc1cnc(CNc2cc(-c3cccc(NS(C)(=O)=O)c3)ncn2)cn1 -9% -6%
Cc1cnc(CNc2cc(-c3cccnc3)ncn2)cn1 20% 14%
COC(=O)N1CCC2(CCCN(C(=O)Nc3cccc(C#N)c3)C2)CC1 16% -9%
c1ccc2c(NCCN3CCOCC3)nc(-c3ccoc3)nc2c1 55%[activator] -1%
COc1ccc(C(=O)N2CCC3(CCCN(CC(C)C)C3)CC2)cc1 -20% ?
COc1ccc(Oc2ncc3nc(C)c(=O)n(C[C@H]4CCCO4)c3n2)cc1 -1% 2%
c1cncc(-c2nc(N3CCNCC3)c3ccccc3n2)c1 6% -2%
NCCn1c(=O)c(CCc2ccccc2)nc2cncnc21 -9% -20%
COc1cccc(Nc2ncc3nc(-c4ccc(Cl)cc4)c(=O)n(C[C@H]4CCCO4)c3n2)c1 -9% ?
Clc1ccccc1-c1nccc(NCc2ccccc2)n1 -6% 3%
Cc1nc2cnc(Oc3ccccc3)nc2n(C2CC2)c1=O 22% ?
O=c1c(-c2ccc(F)cc2)nc2cncnc2n1C1CC1 13% 8%
COCCNc1cc(-c2ccccc2CN(C)C)ncn1 -12% -3%
CN1CCCC2(CCN(C(=O)c3cccn3C)CC2)C1 4% 4%
Cn1cccc1C(=O)N1CCC2(CCCN(C(c3ccccc3)c3ccccc3)C2)CC1 -24% -4%
O=C(Nc1cccc(F)c1)N1CC2(CCN(C(=O)c3cnccn3)CC2)C1 3% -7%
O=c1cnc2cnc(N3CCNCC3)nc2n1Cc1ccc(F)cc1 16% -12%
COc1ccc(-n2c(=O)c(C)nc3cnc(Nc4cccc(OC)c4)nc32)cc1 -3% ?
COc1ncc2nc(CCc3ccccc3)c(=O)n(CCc3ccccc3)c2n1 -10% -6%
COCCn1c(=O)c(CCc2ccccc2)nc2cnc(Oc3cccc(Cl)c3)nc21 -2% -23%
Clc1ccccc1-c1nc(Nc2ccncc2)c2ccccc2n1 -4% -29%
O=C(c1ccco1)N1CCC2(CC1)CN(c1ccc(-c3ccccc3)cc1)C2 -9% -15%
CS(=O)(=O)N1CCC2(CC1)CN(c1ccncc1)C2 7% 3%
COc1ccc(C(=O)N2CCC3(CCCN(Cc4nccs4)C3)CC2)cc1 20% -11%
CN(C)c1ncc2ncc(=O)n(CCC#N)c2n1 -2% -13%
COCCn1c(=O)c(-c2cccs2)nc2cnc(Oc3cccc(Cl)c3)nc21 -12% ?
CC(=O)N1CCC2(CCCN(C(c3ccccc3)c3ccccc3)C2)CC1 -1% 3%
O=C(Nc1cccc(F)c1)N1CCC2(CC1)CCN(C(=O)c1ccncc1)CC2 -9% 0%
COc1cccc(Cn2c(=O)c(-c3cccc(C#N)c3)nc3cnc(N4CCN(C)CC4)nc32)c1 21% 8%
COc1ccccc1CNc1ncnc2ccc(-c3ccc(N(C)C)cc3)cc12 ? -19%
COc1ccc(C(=O)N2CCC3(CCN(C(=O)Nc4cccc(C#N)c4)CC3)CC2)cc1 -5% -5%
Clc1ccccc1-c1nc(NCc2cccnc2)c2ccccc2n1 -2% -27%
O=C(Nc1ccccc1)N1CC2(CCN(C(=O)c3cnccn3)CC2)C1 47%[activator] 0%
CN(C)c1ncnc2ccc(-c3cccc(NS(C)(=O)=O)c3)cc12 35%[activator] -12%
O=C(c1cnccn1)N1CCC2(CCCN(c3cccc(-c4ccccc4)c3)C2)CC1 -2% -18%
CS(=O)(=O)Nc1cccc(-c2cc(NCc3ccccc3)ncn2)c1 19% 4%
COc1ccccc1-c1ccc2ncnc(NC3CCNCC3)c2c1 20% 6%
N#Cc1cccc(-c2nc(Nc3ccncc3)c3ccccc3n2)c1 -9% -2%
COC(=O)N1CCC2(CCCN(c3cccc(-c4ccccc4)c3)C2)CC1 -14% 1%
COc1ccccc1CNc1ncncc1-c1ccc2c(c1)OCO2 21% 5%
CN(C)c1ncc2ncc(=O)n(CCc3ccccc3)c2n1 ? -16%
CNc1ncnc2ccc(-c3cccc(NS(C)(=O)=O)c3)cc12 112%[activator] 2%
CS(=O)(=O)Nc1cccc(-c2ccc3ncnc(Nc4ccc(F)cc4)c3c2)c1 ? -18%
CN(Cc1ccco1)c1ccnc(-c2cccnc2)n1 2% -3%
COCCn1c(=O)c(-c2ccc(F)cc2)nc2cnc(Oc3cccc(Cl)c3)nc21 -17% 10%
COc1ccc(-n2c(=O)c(-c3cn(C)c4ccccc34)nc3cncnc32)cc1 2% 9%
COc1ccccc1CNc1ncncc1-c1ccccc1C 45%[activator] 1%
O=C(c1ccncc1)N1CCC2(CCCN(c3ccncc3)C2)CC1 3% -17%
COc1cccc(-c2cncnc2NCc2cccc(C)c2)c1 -16% -8%
COc1ccc(-c2nc3cnc(N4CCNCC4)nc3n(CCc3ccccc3)c2=O)cc1 -7% ?
N#Cc1ccc(CN2CCC3(CC2)CCN(C(=O)c2ccco2)CC3)cc1 -9% -19%
O=c1cnc2cnc(N3CCNCC3)nc2n1C1CC1 -12% -7%
COc1ccc(Oc2ncc3nc(-c4ccc(OC)cc4)c(=O)n(C4CC4)c3n2)cc1 -15% 5%
CS(=O)(=O)Nc1cccc(-c2nccc(Nc3ccc(F)cc3)n2)c1 -5% -3%
CCNc1ncc2nc(-c3ccc(Cl)cc3)c(=O)n(-c3ccc(OC)cc3)c2n1 -20% ?
COc1ncc2nc(C)c(=O)n(CCc3ccccc3)c2n1 -2% ?
The list goes on:
SMILES SNCA_expr_inhib SNCA_viab_count
COc1ccc(-c2nc3cnc(N4CCN(C)CC4)nc3n(CCc3ccccc3)c2=O)cc1 -27% ?
COCCn1c(=O)c(-c2cc(F)cc(F)c2)nc2cnc(N3CCN(C)CC3)nc21 1% ?
CCNc1ncc2nc(CCc3ccccc3)c(=O)n(-c3ccccc3)c2n1 -17% 20%
O=c1c(-c2ccc(Cl)cc2)nc2cnc(N3CCOCC3)nc2n1C[C@H]1CCCO1 -5% 15%
COc1cccc(-c2ccc3ncnc(NCc4ccc(OC)cc4OC)c3c2)c1 -1% 2%
Cc1noc(C)c1C(=O)N1CCC2(CC1)CN(c1ccccn1)C2 8% -3%
Clc1ccccc1-c1nc(NCc2cccs2)c2ccccc2n1 -5% -8%
CN(Cc1ccco1)c1nc(-c2ccccc2Cl)nc2ccccc12 6% 8%
O=c1c(-c2cc(F)cc(F)c2)nc2cnc(N3CCNCC3)nc2n1-c1ccccc1 -7% ?
Cc1noc(C)c1-c1nc(NCc2cccnc2)c2ccccc2n1 27% -2%
COc1ccc(C(=O)N2CCC3(CC2)CN(C(=O)Nc2ccccc2)C3)cc1 -24% -19%
COc1ccc2[nH]cc(CCNc3ncncc3-c3ccc4c(c3)OCO4)c2c1 -26% -4%
O=C(c1cc(C(F)(F)F)cc(C(F)(F)F)c1)N1CCC2(CC1)CN(c1ccccn1)C2 ? -29%
CN(C)c1ncc2nc(-c3cc(F)cc(F)c3)c(=O)n(CCc3ccccc3)c2n1 -18% ?
CS(=O)(=O)N1CCC2(CCCN(Cc3ccc(C#N)cc3)C2)CC1 9% -3%
O=c1c(-c2ccc(F)cc2)nc2cnc(N3CCOCC3)nc2n1CCc1ccccc1 -3% -2%
COc1ccccc1CN1CCCC2(CCN(C(=O)c3ccncc3)CC2)C1 5% 7%
CN(C)c1ncc2nc(-c3cccs3)c(=O)n(-c3ccccc3)c2n1 25% ?
COc1ccc(CNc2nc(-c3ccccc3CN(C)C)nc3ccccc23)c(OC)c1 ? ?
CC(=O)N1CCC2(CC1)CCN(c1ccccn1)CC2 10% -8%
COc1ccccc1CNc1ccnc(-c2ccccc2OC)n1 -15% -7%
Cc1nc2cnc(N(C)C)nc2n(CCc2ccccc2)c1=O 24% -12%
Cc1cnc(CNc2cc(-c3ccc4c(c3)OCO4)ncn2)cn1 105%[activator] 0%
O=C(c1csnn1)N1CCC2(CCCN(Cc3ccccc3)C2)CC1 -6% 1%
COC(=O)N1CCC2(CCCN(c3ccc(-c4ccccc4)cc3)C2)CC1 60%[activator] -2%
Cc1noc(C)c1-c1cc(NCCN2CCOCC2)ncn1 126%[activator] 4%
COc1cccc(Cn2c(=O)c(-c3cccs3)nc3cnc(OCc4ccccc4)nc32)c1 22% 5%
N#Cc1cccc(NC(=O)N2CC[C@@]3(CCCN(C(=O)c4cc(C(F)(F)F)cc(C(F)(F)F)c4)C3)C2)c1 13% -1%

Among those listed so far, these have fluorine.
SMILES SNCA_expr_inhib SNCA_viab_count
O=S(=O)(c1ccccc1)N1CCC2(CCCN(Cc3cc(C(F)(F)F)cc(C(F)(F)F)c3)C2)CC1 15% -6%
Cc1noc(C)c1C(=O)N1CCC[C@@]2(CCN(Cc3cc(C(F)(F)F)cc(C(F)(F)F)c3)C2)C1 -11% 0%
O=c1c(-c2ccc(F)cc2)nc2cncnc2n1C1CC1 13% 8%
O=C(Nc1cccc(F)c1)N1CC2(CCN(C(=O)c3cnccn3)CC2)C1 3% -7%
O=c1cnc2cnc(N3CCNCC3)nc2n1Cc1ccc(F)cc1 16% -12%
O=C(Nc1cccc(F)c1)N1CCC2(CC1)CCN(C(=O)c1ccncc1)CC2 -9% 0%
CS(=O)(=O)Nc1cccc(-c2ccc3ncnc(Nc4ccc(F)cc4)c3c2)c1 ? -18%
COCCn1c(=O)c(-c2ccc(F)cc2)nc2cnc(Oc3cccc(Cl)c3)nc21 -17% 10%
CS(=O)(=O)Nc1cccc(-c2nccc(Nc3ccc(F)cc3)n2)c1 -5% -3%
COCCn1c(=O)c(-c2cc(F)cc(F)c2)nc2cnc(N3CCN(C)CC3)nc21 1% ?
O=c1c(-c2cc(F)cc(F)c2)nc2cnc(N3CCNCC3)nc2n1-c1ccccc1 -7% ?
O=C(c1cc(C(F)(F)F)cc(C(F)(F)F)c1)N1CCC2(CC1)CN(c1ccccn1)C2 ? -29%
CN(C)c1ncc2nc(-c3cc(F)cc(F)c3)c(=O)n(CCc3ccccc3)c2n1 -18% ?
O=c1c(-c2ccc(F)cc2)nc2cnc(N3CCOCC3)nc2n1CCc1ccccc1 -3% -2%
N#Cc1cccc(NC(=O)N2CC[C@@]3(CCCN(C(=O)c4cc(C(F)(F)F)cc(C(F)(F)F)c4)C3)C2)c1 13% -1%

Filtered by structure, the entries above with an NH in an aromatic ring.
SMILES SNCA_expr_inhib SNCA_viab_count
COc1ccc2[nH]cc(CCNc3ncncc3-c3ccccc3CN(C)C)c2c1 6% 8%
COc1ccc2[nH]cc(CCNc3ncncc3-c3ccc4c(c3)OCO4)c2c1 -26% -4%

Only part of the results is shown; count on the stated rates, not on these rows.
